# HSF1 activator = increases HSF-1 driven luciferase reporter signal; activation, % at 9 µM; AID 504408; actives 1.7% (n = 300,000); NIH3T3-HGL HSF-1 luciferase reporter, MG132, 8 h; 100% = twice DMSO control signal;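 active = mean replicate activation of at least 50% with a set share of replicates each reaching 50%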;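 note: 0% = median of the neutral control wells and 100% = twice that signal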
# KLF5 inh = inhibitors of KLF5 expression | DLD-1 KLF5 promoter-luciferase reporter, luminescence | inhibition, % at 5 µM | actives 0.23% (n = 290,000);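 active = inhibition above a per-plate limit of that plate's mean compound inhibition plus 3 SD, cut at about 60% in these data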;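 note: 0% = DMSO wells and 100% = LY294002 at 200 µM; higher means less KLF5 promoter-driven luciferase light; inactives centre near -14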
# HSP90 refold inh = HSP90 refolding inhibition in rabbit reticulocyte lysate; luciferase refolding luminescence, 3 h; inhibition, % at 5.6 µM; actives 0.91% (n = 290,000); AID 1789;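 active = inhibition above the screen-wide mean plus 3 SD, computed separately per campaign, cut at about 16% in these data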;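 note: 0% = DMSO wells and 100% = 60 µM geldanamycin wells; inhibitors lower the luminescence because luciferase stays unfolded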
# AI-2 QS mod = modulators of Vibrio harveyi AI-2 quorum sensing system. Vibrio harveyi JMH597 AI-2 luminescence/OD600 ratio, 9 h; active compounds read low; strain lacks LuxN and CqsS sensors; 0 = neutral-control median. activity change, % at 7.5 µM. actives 0.4% (n = 300,000). AID 2094; in the data active = activity change below about -75%, passing the limit was not always enough;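 note: luminescence divided by OD600 gain over 9 h not by final OD600 alone; inactives centre near 13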
# HSF1 inh = HSF1 inhibition. actives 0.77% (n = 300,000). AID 2098. activity change, negative = inhibition, % at 7.5 µM (by protocol). NIH3T3-HGL HSE-luciferase, MG132-induced, luminescence 8 h; active compounds read low;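 active = more than half of replicate wells show activity change below -50%, luminescence cut by over half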;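 note: luciferase reports HSF-1 transcriptional activity via heat shock element; 0% = median of DMSO wells and -100% = zero luminescence signal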
# GSK3A inh = inhibitors of human GSK-3 alpha kinase. ADP-Glo luminescence, 60 min. inhibition, % at 10 µM. actives 0.1% (n = 320,000);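 in the data active = inhibition above about 50%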;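 note: GST-tagged GSK-3 alpha with peptide substrate and 25 µM ATP; 0% = DMSO neutral wells and 100% = GW8510 positive control wells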
# Target sequence (P49840 whole entry, looked up): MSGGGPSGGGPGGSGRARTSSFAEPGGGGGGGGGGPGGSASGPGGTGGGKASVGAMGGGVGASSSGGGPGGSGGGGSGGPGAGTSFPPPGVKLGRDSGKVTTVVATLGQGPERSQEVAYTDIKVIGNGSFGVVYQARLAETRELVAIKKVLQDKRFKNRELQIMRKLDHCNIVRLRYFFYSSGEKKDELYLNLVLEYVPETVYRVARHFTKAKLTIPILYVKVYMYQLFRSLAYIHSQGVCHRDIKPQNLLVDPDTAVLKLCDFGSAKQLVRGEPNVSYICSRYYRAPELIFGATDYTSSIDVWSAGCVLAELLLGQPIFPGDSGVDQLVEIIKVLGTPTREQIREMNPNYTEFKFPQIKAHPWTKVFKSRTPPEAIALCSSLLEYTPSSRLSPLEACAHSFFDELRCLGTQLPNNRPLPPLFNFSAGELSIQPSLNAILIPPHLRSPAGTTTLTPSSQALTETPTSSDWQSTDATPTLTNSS
# GSK3B inh = inhibitors of human GSK3beta kinase | GST-GSK3beta kinase, ADP-Glo luminescence, 60 min; active compounds read low | activity score (negative = inhibition), % at 10 µM | actives 0.038% (n = 300,000) | AID 2097;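 active = more than half of replicate wells score below -50%, meaning over 50% inhibition versus plate controls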;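 note: 0% = median DMSO wells and -100% = median GW8510 positive control wells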
# Target sequence (P49841 whole entry, looked up): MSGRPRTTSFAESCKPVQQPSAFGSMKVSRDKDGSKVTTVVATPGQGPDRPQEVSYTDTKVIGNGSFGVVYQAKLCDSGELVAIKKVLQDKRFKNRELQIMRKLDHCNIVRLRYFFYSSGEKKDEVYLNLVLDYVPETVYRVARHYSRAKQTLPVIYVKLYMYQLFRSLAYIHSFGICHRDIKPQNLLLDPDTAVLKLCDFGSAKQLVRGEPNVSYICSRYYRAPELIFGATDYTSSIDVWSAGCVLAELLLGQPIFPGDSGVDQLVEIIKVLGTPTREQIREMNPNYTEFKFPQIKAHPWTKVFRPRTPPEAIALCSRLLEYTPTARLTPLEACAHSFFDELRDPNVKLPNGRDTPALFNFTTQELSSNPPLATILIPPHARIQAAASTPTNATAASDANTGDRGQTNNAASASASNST
#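 Test system – GST-tagged human GSK3beta kinase, cell-free · Incubation – 60 min enzyme reaction, room temperature · Signal – ADP-Glo luminescence · Also added – peptide substrate and ATP at 25 µM · Controls – DMSO neutral wells and GW8510 at 20 µM as positive · Buffer or medium – Tris/MgCl2 kinase buffer · Measure – Luminescence-derived activity versus plate DMSO and GW8510 wells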
# aSyn UTR inh = MLPCN primary screen, SNCA 5' untranslated region; alpha-synuclein 5'UTR reporter, inhibitor activity; inhibition, % (tested at 7.5 µM); actives 0.82% (n = 300,000); AID 1813; in the data active = inhibition above about 60%;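 note: H4 neuroglioblastoma cells stably carrying SNCA 5'UTR luciferase fusion; 0% = DMSO wells and 100% = positive control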
# IEC-6 cytotox = IEC-6 cytotoxicity, counter-screen for KLF5 inhibitors | luminescence viability | inhibition, % at 5 µM | actives 0.78% (n = 290,000) | AID 1825; in the data active = inhibition above about 22%;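 note: 0% = plate median of test compound wells and 100% = cytotoxic reference compound wells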
# PolyA inhibitor = yeast polyadenylation inhibition; AID 1875; actives 0.02% (n = 300,000); calls only at 12 µM; S. cerevisiae SKY197-pL101 polyadenylation reporter, beta-gal luminescence; efflux-impaired pdr1/pdr3 knockout yeast; score 100 = 6 SD above DMSO;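 active = lowest replicate activity score at least 50, where 100 means six control SD above control mean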;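 note: yeast exposed to compound for 9 h at 30 °C; higher score means more reporter readthrough which indicates perturbed polyadenylation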
# The depositor's hits bear a star; i = inactive; nt = no result given. An excerpt. The share of hits here may be higher or lower than overall.
SMILES,HSF1 activator,KLF5 inh,HSP90 refold inh,AI-2 QS mod,HSF1 inh,GSK3A inh,GSK3B inh,aSyn UTR inh,IEC-6 cytotox,PolyA inhibitor
Cc1ccccc1NC(=O)Cn1nc(C)n2cccc2c1=O,-2.5,-21.8,-5.8,10.0,-1.2,0.8,-5.9,12.2,-5.4,i
CCCOC(=O)c1c(N)sc2c1CCC2,5.3,28.0,-1.7,10.0,4.6,0.1,1.3,6.9,2.7,i
CC(=O)Nc1c(O)nc(SCC(=O)Nc2nnc(CC(C)C)s2)[nH]c1=O,nt,-19.6,4.2,nt,nt,3.1,nt,nt,1.4,nt
CCN(CC)CCOc1ccccc1C(C)=O,1.8,20.1,3.3,-10.5,-2.7,1.3,0.8,-1.1,1.8,i
COC(=O)c1cc(-c2ccccc2)n(CC(=O)O)c1C,nt,-12.7,1.9,nt,nt,-4.2,nt,nt,0.2,nt
CCOC(=O)CSc1ncc(-c2ccc([N+](=O)[O-])cc2)[nH]1,36.8,-8.7,6.9,16.7,6.4,0.4,2.2,-3.6,1.8,i
Cc1nn(C)cc1CN(C)S(=O)(=O)c1cccc([N+](=O)[O-])c1,-4.9,6.4,1.6,12.9,-3.4,-2.4,4.8,12.7,10.4,i
CCN(CC)C(=O)C(=O)c1cccn1-c1ccc(C#N)cc1,-12.8,-17.7,-2.2,12.1,6.2,1.3,-0.7,8.1,0.5,i
CCc1cccc(CC)c1NC(=O)CN1C2CCCC1CC(NC(=O)Nc1cccc(OC)c1)C2 (stereo unspecified),26.2,10.8,1.9,17.9,2.3,-1.8,4.2,-1.2,-1.8,i
O=S1(=O)CCOC[C@H](c2ccccc2)N1Cc1ccccc1,3.3,-25.2,-2.6,-7.1,-0.8,0.4,3.3,-54.7,-2.3,i
Cc1ccc(NC(=S)N(CCN(C)C)C(C)c2cccnc2)c(C)c1 (stereo unspecified),-15.3,-25.9,2.6,-9.6,-4.6,1.3,0.4,-0.1,4.0,i
CCOc1ccc(C(=O)NN2CCOCC2)cc1,2.2,-53.5,3.6,22.7,0.7,2.3,0.9,10.2,0.9,i
O=C(C1CCN(c2ccc(N3CCOCC3)nn2)CC1)N1CCc2ccccc2C1,0.2,-11.8,-0.8,16.6,-5.6,-0.6,-1.6,3.7,6.1,i
O=C1CCC(C(=O)N2CCCC(C(=O)c3ccc4c5c(cccc35)CC4)C2)=NN1 (stereo unspecified),-47.8,4.9,2.9,4.5,-30.1,-0.8,1.5,-8.2,3.0,i
Cc1cccc(NC(=S)NC(=O)c2ccc(Br)o2)c1,78.6*,-19.1,-1.0,19.1,46.3,0.3,0.2,-130.5,1.6,i

# Continued (two carried over from the part before).
SMILES,HSF1 activator,KLF5 inh,HSP90 refold inh,AI-2 QS mod,HSF1 inh,GSK3A inh,GSK3B inh,aSyn UTR inh,IEC-6 cytotox,PolyA inhibitor
O=C1CCC(C(=O)N2CCCC(C(=O)c3ccc4c5c(cccc35)CC4)C2)=NN1 (stereo unspecified),-47.8,4.9,2.9,4.5,-30.1,-0.8,1.5,-8.2,3.0,i
Cc1cccc(NC(=S)NC(=O)c2ccc(Br)o2)c1,78.6*,-19.1,-1.0,19.1,46.3,0.3,0.2,-130.5,1.6,i
Cc1ccccc1NS(=O)(=O)c1cc(C(=O)N2CCCC2)ccc1Cl,4.8,-10.6,2.2,12.2,3.5,-4.2,-2.7,14.1,0.7,i
CCOC(=O)CNC(=O)Nc1cccc(Cl)c1C,4.4,-23.2,1.9,3.6,-6.6,-0.6,0.2,2.4,4.4,i
COc1ccc(C)cc1N(CC(=O)NC1CCCC1)C(=O)CCC(=O)Nc1nc(C)cs1,-3.2,-13.9,-0.3,13.1,13.5,-0.2,-1.1,13.1,-0.2,i
Cc1c(/C=N/NC(=O)CNc2ccccc2)c2ccccn2c1C(=O)c1ccc(Cl)cc1,-16.3,-0.1,1.8,24.3,-13.9,-14.2,-1.9,4.5,-0.1,i
O=C(NCc1cccnc1)/C(=C\c1ccc(-c2cccc(Cl)c2)o1)S(=O)(=O)c1ccccc1,17.9,-15.8,7.5,-45.7,12.5,0.8,2.2,-22.3,5.6,i
Cc1cc(C)n(CCNC(=O)C2CCC(=O)N(CCc3cccc(F)c3)C2)n1 (stereo unspecified),16.6,-35.4,-0.9,32.8,-10.4,0.2,1.8,-9.9,2.3,i
COc1ccc(C2=C/C(=C\c3ccccc3OC(C)=O)C(=O)O2)cc1,25.8,-62.5,0.1,15.1,10.8,-0.3,-0.5,-79.0,3.8,i
C=CCNCCOCCOc1ccccc1-c1ccccc1,-28.9,21.2,3.9,7.2,-5.4,-0.1,4.7,-1.3,-2.4,i
CC(C)NC(=O)COC(=O)c1ccc(Oc2ccccc2)cc1,2.5,-15.7,0.8,14.8,-3.1,-0.3,3.0,0.4,-2.3,i
O=C(Nc1nc2c(s1)CCCC2)c1cc(-c2ccc3c(c2)OCO3)nc2ccccc12,30.5,-8.6,4.5,21.2,5.1,-1.8,-4.2,-39.0,7.6,i
CC(=O)c1sc(NC(=O)c2cccc3ccccc23)nc1C,-15.6,-19.5,2.3,23.0,-14.9,1.2,2.3,-51.7,0.9,i
CCOC(=O)N(Cc1ccccc1)Cc1ccc(C(=O)N[C@@H](Cc2ccccc2)C(=O)O)cc1,-20.0,nt,nt,21.1,-5.9,-3.9,-2.1,11.5,nt,i
O=C(c1ccc(C(F)(F)F)n(Cc2ccc(Cl)cc2)c1=O)N1CCOCC1,5.4,-23.6,-1.4,16.3,8.5,-0.7,-6.4,-1.2,-1.1,i
OCC(O)C(O)C(O)C(O)c1nc2ccccc2[nH]1 (stereo unspecified),-7.2,-16.5,-2.2,4.1,-3.4,-0.2,0.5,14.4,-1.7,i
COc1ccc(OC)c(CCNC(=O)CCc2nnc3ccc(N4CCOCC4)nn23)c1,-7.3,-42.2,-4.8,17.0,-0.8,0.5,-1.0,9.4,2.8,i
Cc1ccc(Cl)cc1N1CCN(C(CC(C)C)c2nnnn2CC2CCCO2)CC1 (stereo unspecified),5.9,-9.6,-3.2,-4.7,-5.2,0.7,-4.0,-14.7,-3.8,i
O=C(/C=C/c1cc(Br)ccc1F)Nc1cccnc1,39.0,-26.4,1.6,4.3,7.2,-0.4,-0.7,-117.8,-4.8,i
CC(NC(=O)c1cccs1)C(c1cccs1)N1CCN(Cc2ccccc2)CC1 (stereo unspecified),-1.6,-32.2,5.9,1.2,-5.0,-1.7,-18.8,1.3,-2.3,i
O=c1[nH]c(CSc2nc3ccccc3[nH]2)nc2c1cnn2-c1ccccc1,23.6,-20.6,3.8,13.4,8.8,19.5,-3.2,0.2,1.9,i
CC(C)(C)c1ccc(/C=N/Nc2cccc(C(=O)O)c2)cc1,-64.1,-120.9,13.5,31.4,-57.0*,1.8,-1.8,-17.3,-2.0,i
COc1ccc(C(=O)Nc2cccc(C(C)=O)c2)c(OC)c1OC,-2.7,-27.8,-1.1,-1.4,5.3,-0.2,-5.1,-61.2,-4.6,i
CCOC(=O)c1ccc(CNC(=O)Cn2nnc(-c3ccccc3F)n2)o1,4.7,18.0,-2.7,22.1,-1.3,0.8,1.1,15.7,-8.3,i
O=C(c1ccoc1)N1CCC2(CC1)Oc1ccc(F)cc1C(=O)C21CC(c2ccc(Cl)cc2)=NO1 (stereo unspecified),-14.6,nt,nt,-4.0,-1.7,-0.6,1.1,25.4,nt,i
CNCc1c(OCc2ccccc2)ccc2ccccc12,5.3,-12.5,-4.4,10.3,-6.1,0.3,-4.2,-10.6,3.6,i
COc1ccc(N2CC(C)Cn3c2nc2c3c(=O)n(Cc3ccc(F)cc3)c(=O)n2C)c(OC)c1 (stereo unspecified),24.8,-8.4,-0.2,19.3,6.4,-0.7,-0.4,0.7,-3.3,i
O=C(O)CCc1nc(-c2ccccc2)c(-c2ccccc2)o1,2.9,1.3,-0.4,23.7,9.8,-4.8,2.5,8.5,-6.4,i
Cc1cc(OCC(=O)NNC(=O)c2cccnc2)cc(C)c1Cl,nt,-29.2,-2.1,5.1,nt,nt,-1.0,nt,-0.9,nt
Oc1ccc(F)c2cccnc12,7.7,10.2,1.4,26.2,9.0,-3.6,3.3,-20.6,1.7,i
Cc1cc(Nc2c(C)n(C)n(-c3ccccc3)c2=O)c2ccccc2n1,-0.1,-25.1,1.1,18.5,4.3,-2.0,2.0,3.8,-1.3,i
COc1ccccc1CC(NC(C)=O)C(=O)NC1CCN(C(=O)Nc2ccccc2C)CC1 (stereo unspecified),8.9,6.6,0.6,-11.7,-9.0,-0.2,-3.0,-6.7,-0.7,i
O=C(CN1CCOCC1)Nc1ccccc1NC(=O)C1CCN(c2ncccn2)CC1,-20.0,-22.5,0.4,6.0,-6.7,-3.5,-6.2,-14.4,-2.1,i
N/C(Cn1nnc(-c2ccccc2)n1)=N\O,nt,-11.5,-2.5,20.5,nt,-0.4,-2.5,9.9,-7.6,nt
Cc1ccc(S(=O)(=O)N2CCCC(C(=O)NCc3ccc4c(c3)OCO4)C2)cc1 (stereo unspecified),-16.9,-16.9,-2.5,19.8,-5.9,2.3,0.2,14.4,-8.0,i
COc1ccc(C2(C(=O)Nc3ccc(S(N)(=O)=O)cc3)CCCC2)cc1,5.5,0.2,2.4,6.9,4.6,3.0,0.5,-14.4,2.8,i
CN(C)c1ccc2c3c(cccc13)C(=O)N(c1ccccc1)C2=O,2.5,-6.8,-0.1,27.8,4.6,-2.6,-1.3,8.5,7.3,i
C=CCNC(=O)CC1C(=O)NCCN1Cc1ccc(-c2ccccc2)cc1 (stereo unspecified),2.7,3.4,2.0,18.8,8.3,-3.4,1.8,-2.9,0.5,i
COc1ccc(C(=O)CSc2nnc(-c3ccoc3C)n2CC2CCCO2)cc1 (stereo unspecified),10.6,-2.8,-0.5,63.5,-0.2,-1.6,2.6,-15.8,-8.8,i
CC(O)[C@H]1CNC(=O)C(=O)N1CCc1cccc2ccccc12 (stereo partly specified),-18.0,nt,nt,6.1,-7.2,-0.5,-2.2,-1.5,nt,i
Cc1noc(C)c1S(=O)(=O)N(CCc1ccccc1)Cc1ccccc1,-9.3,0.7,7.9,19.2,-8.9,-2.8,2.0,-6.6,3.9,i
COc1ccccc1OCC(=O)Nc1ccc(S(=O)(=O)Nc2cc(C)nc(C)n2)cc1,-0.6,-7.4,3.6,31.0,-7.4,-3.6,-1.4,0.4,5.3,i
COc1ccc(/C=N/Nc2nc(C)cc(-c3ccccc3)n2)c(OC)c1,10.4,-46.1,-1.1,17.6,1.4,-0.4,-0.1,-10.8,2.5,i
COC(=O)C1=CN(Cc2ccc(F)cc2)C=C(C(=O)OC)C1c1cc(OC)c(OC)c(OC)c1,18.2,-19.0,2.6,9.8,12.3,-2.2,0.3,-4.6,5.4,i
CCCn1c(C2CCCN2c2nc(-c3ccc(C)cc3)cs2)nc2cc(Cl)c(N3CCCCC3)cc21 (stereo unspecified),0.1,-1.9,3.0,15.2,-1.0,-3.1,2.6,0.3,-2.5,i
Cc1cc2[nH]c3c(c[n+](C)c4ccccc34)c2cc1C,21.2,58.3,-0.5,7.3,3.4,12.3,-14.4,101.2*,65.2*,i
